Assay outcomes from PubChem.
TRPV1 ag – activates the human vanilloid receptor TRPV1; activation, % at 8.33 µM; TRPV1-expressing cells, Fluo-8 calcium influx, agonist mode; 320,000 compounds, 0.19% hits; AID 540275; Q8NER1; in the data active means activation above about 80%; inconclusive means between about 30% and that limit; further: 0% is about no effect
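TRPV1-expressing cells were cultured overnight at 35.5C and loaded with Fluo-8 calcium dye for 40 to 90 min at room temperature. After a 10 s baseline, compound was added and calcium influx was read kinetically for 3 min (ex 480/em 520 nm).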
Giardia killer – Giardia lamblia killing; activity change, % at 7.66 µM, hits read low; AID 540267; 340,000 compounds, 0.15% hits; Giardia lamblia trophozoite viability; in the data active means activity change below about -80%; inconclusive means between about -30% and that limit;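 further: parasites exposed to compound for two days anaerobically before the ATP read; on the % scale 0 is the no-effect control and ±100 the full control effect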
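Media and compound were dispensed first, then trophozoites at 100 cells/well; plates sat 48 hrs at 37 deg C without oxygen before ATP luminescence reagent was added and read after 15-30 min at room temperature.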
Menin MLL FP TR – menin-MLL binding inhibition, Texas Red mutant peptide; Menin + Texas Red MLL mutant peptide, fluorescence polarization; 270,000 compounds, 0.23% hits; Potency, µM (highest dose often 61.6 µM), without a hit: at the highest dose FP activity change, negative = inhibition, actives largely listed as inhibitors; active means well fitted inhibition curve with a large enough effect in the polarisation, with a control signal flat, not every such curve was filed as active; inconclusive means small, poorly fitted or top-dose-only effect, or effect the other way, or a change in a side signal; inactive means no such curve, though single readings can be large or run the other way; the % refers to the polarisation; further: potency means the concentration at half of the fitted maximal effect; % of control where 0% means no effect; many of its hits are not listed in these tables
Coupling enz – coupling enzyme interference in Giardia aldolase counter-screen. 290,000 compounds, 0.67% hits. coupling enzyme system counterscreen, AmpLite Red fluorescence. activity change, negative = inhibition, % at 58.2 µM, hits read low; in the data active means activity change below about -30%; further: on the % scale 0 is the no-effect control and ±100 the full control effect
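Activity here indicates interference with the coupling reaction, not aldolase inhibition. Compounds at 57.5 uM final met coupling enzymes for 10 min at RT; substrate and AmpLite Red detection followed, with a 525/598 nm fluorescence read after 20 min.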
hERG WT inh – KCNH2 (human, wildtype) channel inhibition. activity change, % at 1.84 µM. U2OS, BacMam KCNH2, thallium flux FluxOr; stronger effect = lower value. 340,000 compounds, 0.37% hits;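 active means maximum activity change below -70%; inconclusive means maximum activity change between -70% and -50%; inactive means maximum activity change above -50%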; further: on the % scale 0 is the no-effect control and ±100 the full control effect
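U2OS cells were transduced with wild-type KCNH2 virus (2.03 x 10^8 / mL) for 4 h at room temperature, then cultured overnight at 37 C. Thallium flux was read with FluxOr dye. Rate constants were normalized to DMSO controls.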
USP2a block – USP2a (human) protease inhibition; 330,000 compounds, 0.01% hits; Potency, µM (highest dose often 38.3 µM), for the others: at the highest dose activity change, negative = inhibition, usual class: inhibitors; O75604; AID 463254; USP2 core, Ub-CHOP2 coupled fluorogenic reporter, 485/531;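 further: potency means the concentration at half of the fitted maximal effect; plate controls were DMSO wells for no effect and full inhibition by NEM control for full effect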
Target sequence (O75604 whole entry, looked up): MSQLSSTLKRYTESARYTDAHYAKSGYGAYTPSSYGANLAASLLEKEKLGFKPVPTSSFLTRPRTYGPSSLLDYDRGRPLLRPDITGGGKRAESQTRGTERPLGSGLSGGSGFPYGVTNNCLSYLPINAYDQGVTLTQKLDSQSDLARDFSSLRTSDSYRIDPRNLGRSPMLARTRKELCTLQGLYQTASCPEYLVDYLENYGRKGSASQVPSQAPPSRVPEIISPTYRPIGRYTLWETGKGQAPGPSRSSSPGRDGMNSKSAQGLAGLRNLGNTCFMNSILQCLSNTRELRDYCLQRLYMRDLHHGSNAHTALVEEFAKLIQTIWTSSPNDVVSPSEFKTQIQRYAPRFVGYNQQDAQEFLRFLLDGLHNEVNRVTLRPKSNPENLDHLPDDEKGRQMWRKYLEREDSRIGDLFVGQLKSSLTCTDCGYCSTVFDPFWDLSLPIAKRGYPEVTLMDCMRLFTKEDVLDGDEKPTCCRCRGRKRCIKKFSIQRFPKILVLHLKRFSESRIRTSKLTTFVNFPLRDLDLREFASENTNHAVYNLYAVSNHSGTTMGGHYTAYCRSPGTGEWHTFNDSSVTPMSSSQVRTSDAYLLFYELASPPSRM
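Cell-free coupled assay: 10nM USP2 core preincubated 30min RT with compound in Tris-HCl pH 8.0/CaCl2/CHAPS buffer, then 25nM Ub-CHOP2 and 25nM reporter substrate; fluorescence (Ex 485/Em 531) read after 60min RT, normalized to NEM inhibition, concentration-response curves fitted.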
B2AR arrestin – agonists driving beta-arrestin recruitment to human beta2-adrenergic receptor | beta-arrestin recruitment to beta2AR, cell-based reporter | Potency, µM (titrated, usually from 46.1 µM), inactives show at the top dose activation, actives largely listed as activators | 330,000 compounds, 0.02% hits | AID 492947;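 further: potency means the concentration at half of the fitted maximal effect; 0% = DMSO controls and full agonism = EC100 isoproterenol or metaproterenol; nearly all actives have a fitted effect of over 65% in size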
GALK inhibitor – blocks human galactokinase activity; 270,000 compounds, 0.007% hits; Purified GALK, Kinase-Glo residual ATP luminescence; Potency, µM (highest dose often 57.5 µM), without a hit: at the top dose activity change, negative = inhibition, most hits filed as inhibitors; P51570; further: potency means the concentration at half of the fitted maximal effect; on the % scale 0 is the no-effect control and ±100 the full control effect
Target sequence (P51570 whole entry, looked up): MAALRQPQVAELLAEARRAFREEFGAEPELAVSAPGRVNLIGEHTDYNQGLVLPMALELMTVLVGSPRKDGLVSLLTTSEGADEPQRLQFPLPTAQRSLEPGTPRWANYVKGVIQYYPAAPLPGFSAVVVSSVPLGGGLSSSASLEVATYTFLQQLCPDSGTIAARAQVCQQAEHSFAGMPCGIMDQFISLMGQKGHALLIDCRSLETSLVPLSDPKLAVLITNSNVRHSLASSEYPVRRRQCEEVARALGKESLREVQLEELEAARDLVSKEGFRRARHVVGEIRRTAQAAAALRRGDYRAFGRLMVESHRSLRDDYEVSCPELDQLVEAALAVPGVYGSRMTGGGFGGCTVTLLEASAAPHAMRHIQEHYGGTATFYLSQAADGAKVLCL
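GALK at 5 nM final was combined with compound, 35 uM ATP and 100 uM galactose in HEPES pH8.0 with MgCl2 and DTT. The reaction ran one hour at room temperature before luminescent ATP detection.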
KCNH2 3.1 inh – blocks the human KCNH2 3.1 channel isoform | U2OS KCNH2 3.1, thallium flux FluxOr; stronger effect = lower value | activity change, % (tested at about 1.8 µM) | 340,000 compounds, 0.95% hits | AID 720553;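 active means maximum activity change below -70%; inconclusive means maximum activity change from -70% to -50%; inactive means maximum activity change above -50%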;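 further: thallium influx rate constant from kinetic fluorescence after stimulation buffer; on the % scale 0 is the no-effect control and ±100 the full control effect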
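Measured as rate of thallium-driven FluxOr signal in transduced U2OS cells carrying the 3.1 channel, read kinetically for 2 min upon stimulation; values are rate constants scaled to DMSO control wells.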
MLL CXXC-DNA inh – MLL CXXC-DNA interaction inhibition | 290,000 compounds, 0.037% hits | Q03164 | MLL-CXXC / FITC-HOXA9 DNA fluorescence polarization | Potency, µM (titrated, usually from 115 µM), without a hit: top-dose activity change, negative = inhibition, usual class: inhibitors; active means well fitted inhibition curve with a large enough effect in the polarisation, with a control signal flat, not every such curve was filed as active; inconclusive means small, poorly fitted or top-dose-only effect, or effect the other way, or a change in a side signal; inactive means no such curve, though single readings can be large or run the other way; the % refers to the polarisation; further: potency means the concentration at half of the fitted maximal effect
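Purified MLL-CXXC (added from a 7 uM solution) was preincubated 5 min at ambient with pinned compounds in 50 mM Tris-HCl pH 7.5, 50 mM NaCl, 1 mM DTT, 0.05% BSA. Fluorescein-labeled HOX-A9 DNA (50 nM solution) followed, 30 min, then polarization read.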
PKM2 act – increases activity of human pyruvate kinase M2. AID 1631. purified PKM2, Kinase-Glo ATP luminescence, activation; response scale: 0% is enzyme alone, no compound. Potency, µM (titrated, usually from 57.5 µM), for the others: top-dose activation, hits mostly activators. 260,000 compounds, 0.34% hits. P14618; further: potency means the concentration at half of the fitted maximal effect; on the % scale 0 is the no-effect control and ±100 the full control effect; nearly all actives have a fitted effect of over 55% in size
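Purified hPK-M2 (>95% pure) converted ADP (0.1 mM final) to ATP with 0.5 mM PEP in 50 mM imidazole pH7.2, KCl, MgCl2, Tween 20, BSA; 1 h at room temperature. ATP detected by Kinase-Glo luminescence.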
Active calls of the source: *; ? = inconclusive; · = no result given; & = joins results of further samples; ! = not confirmed by another sample; [ ] = another dose, or the depositor's remark. Unless noted, the call rests on the fitted dose curve; in most records, active means well fitted curve in the direction sought with a large enough effect; inconclusive means small, poorly fitted or top-dose-only effect, or another doubt; inactive means no such curve, though single readings can be large; an effect the other way counts as inactive or inconclusive. A portion of the library, so the mix of outcomes need not match the whole.

SMILES	TRPV1 ag	Giardia killer	Menin MLL FP TR	Coupling enz	hERG WT inh	USP2a block	B2AR arrestin	GALK inhibitor	KCNH2 3.1 inh	MLL CXXC-DNA inh	PKM2 act
Cc1ccccc1S(=O)(=O)Cc1ccc(C(=O)NCc2ccco2)o1	2.7	5.1	-0.3%	-2.9	7.1	1.1%	0.5%	-1.8%	14.6	-3.4%	·
O=C(CN1CCN(c2ccc(O)cc2)CC1)Nc1ccc(-c2ccccc2)cc1	-2.6	-1.4	-11.3%	-4.7	-4.8	-0.2%	0.1%	9.0%	4.8	20.9%	-20.6%
CCN1CCN(C(c2ccc(OC)cc2)C(O)C(=O)c2c[nH]c3ccccc23)CC1 (stereo not given)	-2.7	10.9	5.9%	1.4	-104.1*	-1.1%	0.2%	1.9%	-99.0*	1.5%	2.3%
C=CCn1nnnc1SCC(=O)Nc1ccc(OC)cc1	-2.9	0.1	·	·	7.5	-1.0%	0.5%	-2.0%	0.1	-8.6%	-2.3%
COc1cccc(-c2nc3sc4c(c3c(=O)[nH]2)CCCCC4)c1	-1.6	-23.9	4.4%	2.4	-3.5	-0.5%	-0.2%	1.9%	19.5	-1.8%	-1.0%
O=C(NCCCn1ccnc1)c1ccc(-c2ccccc2)cc1	?	10.5	-8.3%	1.9	33.1	-1.2%	0.2%	·	4.6	-2.3%	·
CCOC(=O)Nc1sc2c(c1C#N)CCCC2	3.1	2.7	-3.0%	-1.1	-7.0	-6.8%	0.2%	2.2%	1.8	-10.1%	-7.4%
O=C(O)/C=C/c1ccccc1Oc1ccccc1	-2.1	8.2	-3.3%	11.9	-2.2	-1.5%	0.0%	-0.7%	21.3	-3.4%	-1.3%
COc1ccc(C(=O)NCc2nnc(SCC(=O)Nc3cccc(OC)c3)o2)cc1	-0.6	3.8	24.0%	3.1	-12.0	-4.1%	0.3%	1.6%	-5.2	2.6%	·
Cc1cc(N2CCCCC2)nc(SCc2ccc(C#N)cc2)n1	6.5	-18.3	-16.2%	-5.2	0.4	1.6%	-0.6%	-0.6%	-1.6	-7.3%	-1.0%
OC1(c2ccc(F)cc2)CN(c2ccccc2)C2=[N+]1CCS2 (stereo not given)	?	5.1	-23.8%	0.1	6.1	1.2%	-0.4%	-1.5%	-4.7	8.1%	-6.2%
O=[n+]1c2c(n([O-])c3cc(Br)ccc31)CCCC2	-7.7	?	0.3%	0.8	3.2	0.5%	-0.1%	0.1%	-15.4	-10.8%	-1.4%
COc1ccc2c(CSc3nnc(-c4cccnc4)n3-c3ccccc3F)cc(=O)oc2c1	0.1	?	-11.5%	10.6	7.1	0.8%	0.3%	-1.1%	5.8	-2.9%	3.3%
CCS(=O)(=O)c1ccc(O)c(NC(=O)COc2ccc(C)cc2)c1	0.1	8.8	0.6%	6.9	-12.3	4.1%	-0.4%	-1.2%	0.8	3.1%	5.4%
O=C(NCc1ccccc1)c1nc2c(nnn2Cc2cccc(Cl)c2)c(=O)[nH]1	-1.0	0.8	15.7%	6.5	1.8	2.7%	0.4%	0.3%	-4.4	19.8%	1.7%
O=C1NC2(CCCC2)C(=O)N1Cc1cc(=O)n2ccsc2n1	-2.6	16.9	·	1.7	-3.5	2.6%	-0.1%	·	8.3	-5.8%	1.7%
Oc1ccc(Nc2nc(Cl)nc(NCc3ccco3)n2)cc1	-1.0	-21.4	7.8%	-0.1	-6.5	3.2%	5.1%	-1.4%	15.3	62.3%[activator]	-3.2%
Cc1ccc(C(=O)C2(C)C3c4cc(Br)ccc4OC(=O)C32C(=O)c2ccco2)cc1 (stereo not given)	9.3	8.6	?	-2.8	-11.7	3.1%	-3.9%	·	-114.1*	7.0%	0.1%
CCOC(=O)c1cc(-c2ccccc2)nc2ccc(C)cc12	-7.3	-11.2	0.2%	-7.4	10.0	-0.9%	0.3%	7.1%	-2.9	-1.5%&3.5%	-15.6%
N#Cc1ccc(-c2csc(NC(=O)c3cc(-c4cccs4)nc4ccccc34)n2)cc1	1.6	-13.2	·	-1.2	-9.3	0.5%	0.0%	0.7%	9.0	0.5%	-4.7%
CCc1ccc(NC2=NCC(=O)N2Cc2ccc3c(c2)OCO3)cc1	22.4	-1.7	32.1%[activator]	0.1	-16.2	1.5%	0.1%	-1.5%	7.7	-7.1%	-0.2%
NC(=O)COC(=O)CCCc1c[nH]c2ccccc12	1.5	15.7	-6.4%	-2.1	8.2	1.3%	-0.3%	0.2%	-8.0	-4.0%	1.1%
O=C1C=C(c2ccc(Cl)c(C(F)(F)F)c2)C[C@@H](c2ccc(Cl)cc2)C1	?	0.5	·	·	3.3	-0.5%	0.4%	·	-11.8	·	·
CC(Oc1ccccc1)C(=O)N1CCN=C1SCc1ccc(F)cc1 (stereo not given)	?	-3.9	·	-1.3	-2.4	0.7%	-0.3%	-2.0%	1.1	-1.0%	-5.7%
COc1ccc(NC(=O)Cn2nnc(-c3ccccc3N)n2)cc1OC	5.3	4.7	6.2%	-0.7	-18.0	-1.5%	-0.2%	-2.7%	6.6	-1.4%	-7.2%
Cc1ccc(Nc2nc3ccccc3c(=O)s2)cc1	-0.1	-1.0	19.8%	2.8	6.6	-1.8%	0.3%	3.8%	0.9	1.1%	-2.1%
O=C(Nc1ccc(F)cc1)c1ccccc1NS(=O)(=O)N1CCCC1	13.2	11.3	?	-1.3	-9.1	0.8%	0.1%	-1.6%	18.0	-3.2%	-9.8%
CC1(C(=O)NNC(=S)NCc2ccco2)CC1(Cl)Cl (stereo not given)	-0.1	-27.3	7.1%	-2.0	-5.5	1.5%	-0.3%	1.8%	14.7	-1.1%	-1.4%
NC1(C#Cc2ccc3oc(=O)c(-n4cc(-c5ccsc5)nn4)cc3c2)CCCCC1	-0.6	?	·	·	-0.9	-1.5%	2.7%	·	-3.7	·	·
C=Cn1cc[n+](CC(=O)c2ccc(Cl)cc2)c1	-4.0	-2.2	0.8%	2.3	30.5	0.0%	0.4%	-4.5%	3.7	3.1%	-1.9%
COc1cc(-c2nc3n(c(=O)c2C#N)CCS3)cc(OC)c1OC	1.7	5.4	19.8%	-2.0	-10.3	-5.8%	-0.3%	-1.9%	-10.8	3.9%	7.2%
CCOC(=O)N1CCC(NC(=O)c2cc3ccccn3n2)CC1	2.9	-19.6	1.5%	1.4	2.6	-1.1%	0.2%	-0.3%	-12.5	-10.7%	-5.0%
CCO[C@H]1OC(C(=O)N2CCN(Cc3ccccc3)CC2)=C[C@@H](C2CCCCC2)[C@@H]1CCCO	?	2.1	?	2.0	-13.4	-1.8%	0.5%	-4.1%	14.4	-7.0%	0.7%
CC(CNC(=O)CCC(=O)N1CCOc2ccc(Cl)cc21)c1ccccc1 (stereo not given)	6.9	22.8	3.2%	-1.4	-3.0	-1.3%	0.3%	·	4.6	·	-2.5%
COc1ccc(-c2cn3ccccc3n2)cc1[N+](=O)[O-]	7.0	?	7.6%	-2.1	0.9	-13.9%	-0.3%	4.1%	12.1	4.0%	-20.1%
O=C(Nc1cccc(S(=O)(=O)N2CCOCC2)c1)c1ccc2c(=O)n3c(nc2c1)CCCCC3	?	-0.1	-1.4%	-1.0	1.0	2.0%	0.1%	12.7%	-9.8	-4.5%	4.0%
Cc1c(NC(=O)c2cc(-c3ccccc3)nc3ccccc23)c(=O)n(-c2ccccc2)n1C	·	-23.5	·	·	10.6	3.3%	0.6%	·	13.3	·	·
O=C(CSc1nc2c(c(=O)n1-c1ccc(F)cc1)SCC2)NCC1CCCO1 (stereo not given)	-2.2	-8.0	10.1%	-0.7	-8.3	5.9%	0.3%	0.7%	14.3	2.4%	-0.5%
CC(OC(=O)c1cccnc1SCc1cc(=O)n2ccccc2n1)c1ccccn1 (stereo not given)	1.2	1.9	-14.6%	10.4	-4.1	0.0%	-0.7%	4.0%	-9.5	12.5%	5.8%
COC(=O)C(NC(=O)c1ccc(OC)cc1)(Nc1ncc(S(=O)(=O)c2ccc([N+](=O)[O-])cc2)s1)C(F)(F)F (stereo not given)	-0.2	0.7	-21.2%	5.9	-10.4	0.7%	2.7%	-1.5%	-48.3	-1.2%	29.3%
COC(=O)CCCC1=CC2=CC(=O)C(C)(OC(=O)c3cccs3)C(=O)C2=CN1CCN1CCOCC1 (stereo not given)	0.9	-13.7	?	-38.4*!	-24.4	0.0%	-0.6%	0.5%	-5.7	5.7%	5.1%[11.5 µM]
O=C(NCCc1cn2ccccc2n1)c1ccc(Br)o1	-6.3	6.1	-12.0%	-1.3	16.3	-0.3%	-1.8%	-0.4%	6.5	-1.8%	11.2%
